# rTrxR1 inhibitor = qHTS Assay for Inhibitors of Mammalian Selenoprotein Thioredoxin Reductase 1 (TrxR1): qHTS; Thioredoxin reductase 1, cytoplasmic (Rattus norvegicus), O89049; recombinant rTrxR1, NADPH fluorescence consumption, selenite substrate; Potency, µM (doses to about 114 µM), for inactives: at the highest dose activity change, negative = inhibition, most hits filed as inhibitors; 390,000 compounds, 1% hits; also: potency is read from the fitted curve at half-maximal effect; % is scaled to controls: 0 for no effect and ±100 for the full control effect; nearly all actives have a fitted effect of over 65% in size
#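 Rat TrxR1 (90 nM in the dispensed reagent) was pre-reduced with 400 uM NADPH for 5 min at room temperature, then incubated with compound for 15 min. After 400 uM selenite was added, NADPH fluorescence (Ex 340/Em 450 nm) was followed for 8 min.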
# mIDH1 inhibitor = qHTS for Inhibitors of mutant isocitrate dehydrogenase 1 (IDH1): qHTS. Isocitrate dehydrogenase [NADP] cytoplasmic (Homo sapiens), O75874. Potency, µM (highest dose often 76.6 µM), without a hit: at the top dose activity change, negative = inhibition, usual class: inhibitors. 390,000 compounds, 0.093% hits. AID 602179, 2012. IDH1-R132H enzyme, NADPH consumption, diaphorase/resazurin fluorescence; also: potency is read from the fitted curve at half-maximal effect; % is scaled to controls: 0 for no effect and ±100 for the full control effect; nearly all actives have a fitted effect of over 65% in size
# Target sequence (O75874 whole entry R132H, stated change not applied): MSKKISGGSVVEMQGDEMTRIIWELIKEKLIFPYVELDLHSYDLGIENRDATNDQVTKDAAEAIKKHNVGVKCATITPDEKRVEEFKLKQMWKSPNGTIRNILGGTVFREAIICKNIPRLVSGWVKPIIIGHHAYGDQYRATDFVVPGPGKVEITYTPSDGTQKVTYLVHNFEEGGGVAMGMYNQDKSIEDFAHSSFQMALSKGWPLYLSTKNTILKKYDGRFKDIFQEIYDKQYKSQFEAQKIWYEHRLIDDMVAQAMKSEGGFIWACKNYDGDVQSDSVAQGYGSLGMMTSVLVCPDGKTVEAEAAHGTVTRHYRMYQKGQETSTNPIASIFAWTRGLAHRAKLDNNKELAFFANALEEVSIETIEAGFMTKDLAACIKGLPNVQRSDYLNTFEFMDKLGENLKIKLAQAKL
#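 IDH1-R132H (0.5 ug/mL) preincubated 30 min with compound, then NADPH (0.016 mM) and alpha-KG (2 mM) added; 80 min at RT, pH 7.5. Remaining NADPH coupled via diaphorase/resazurin to fluorescence (540/590 nm); concentration-response curves normalized to no-enzyme control.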
# TRHR agonist = qHTS for Small Molecule Agonists and Allosteric Enhancers of Human TRH Receptor: Primary Screen for Agonists; TRHR cells, calcium flux fluo-8, FDSS agonist mode; Thyrotropin-releasing hormone receptor (Homo sapiens), P34981; AID 493084, 2011; 360,000 compounds, 0.18% hits; activation, % at 2 µM; in the data active = activation above about 30%; also: 0% is about no effect
# Target sequence (P34981 whole entry, looked up): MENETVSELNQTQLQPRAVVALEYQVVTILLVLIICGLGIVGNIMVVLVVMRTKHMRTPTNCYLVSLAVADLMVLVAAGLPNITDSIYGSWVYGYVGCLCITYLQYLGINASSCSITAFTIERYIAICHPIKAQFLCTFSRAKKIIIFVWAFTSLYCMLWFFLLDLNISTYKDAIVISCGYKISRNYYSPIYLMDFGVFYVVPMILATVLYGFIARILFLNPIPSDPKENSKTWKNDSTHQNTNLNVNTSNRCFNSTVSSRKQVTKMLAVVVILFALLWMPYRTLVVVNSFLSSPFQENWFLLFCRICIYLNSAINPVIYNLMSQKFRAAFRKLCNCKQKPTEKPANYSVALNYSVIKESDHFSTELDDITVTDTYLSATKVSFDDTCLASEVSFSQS
#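 TRHR-expressing cells loaded with fluo-8 calcium dye; 23 nL library compound pin-transferred, kinetic FDSS fluorescence (Ex 480/Em 530) recorded about 180 s for agonist-induced calcium release, before a 10 nM TRH EC20 addition for potentiator mode.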
# TRHR PAM = qHTS for Small Molecule Agonists and Allosteric Enhancers of Human TRH Receptor: Primary Screen for Enhancers; enhancement, % at 2 µM; Thyrotropin-releasing hormone receptor (Homo sapiens), P34981; 360,000 compounds, 0.66% hits; AID 493056, 2011; TRHR cells, fluo-8 calcium fluorescence, EC20 TRH enhancement; in the data active = enhancement above about 30%; also: 0% is about no effect
#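 TRHR-expressing cells loaded with fluo-8 calcium dye were read kinetically (ex 480/em 530) during compound addition, then stimulated with an EC20 of TRH (10 nM final). Enhancement of the Gq-mediated intracellular calcium response was scored.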
# PI4K2A inh = qHTS for small molecular inhibitors of PI4K2A | purified PI4K2A, ADP-Glo luminescence, 1 h; stronger effect = lower value | activity change, negative = inhibition, % at 76.9 µM | 420,000 compounds, 0.13% hits | Phosphatidylinositol 4-kinase type 2-alpha (Homo sapiens), Q9BTU6; in the data active = activity change below about -50%; inconclusive = mostly about -30% to -49%;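 also: -100% = wells without enzyme as full effect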
#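 ADP-Glo luminescence measured ADP generated by PI4K2A enzyme (4 ug/mL before mixing) with 1.2 mM PI substrate (pre-mix) and 300 microM ATP (pre-mix). Tris pH7.5 buffer with MgCl2, Triton X-100; 1 h reaction at ambient temperature.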
# TrxR1 substrate = qHTS Assay for Substrates of Mammalian Selenoprotein Thioredoxin Reductase 1 (TrxR1): qHTS; Thioredoxin reductase 1, cytoplasmic (Rattus norvegicus), O89049; purified TrxR1 substrate turnover, NADPH consumption readout; Potency, µM (titrated, usually from 114 µM), without a hit: top-dose activity change, negative = substrate turnover; 390,000 compounds, 0.01% hits; AID 588456, 2011; also: potency is read from the fitted curve at half-maximal effect; % is scaled to controls: 0 for no effect and ±100 for the full control effect; nearly all actives have a fitted effect of over 50% in size
#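 Rat TrxR1, dispensed at 90 nM, was prereduced with 400 uM NADPH (final) for 5 min at ~22 deg C, then incubated with compound 15 min before 400 uM selenite. A first-read NADPH fluorescence drop versus no-compound background flagged substrates.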
# D2 antag = HTS Assay for Allosteric Antagonists of the Human D2 Dopamine Receptor: Primary Screen for Antagonists; D(2) dopamine receptor (Homo sapiens), P14416; 340,000 compounds, 2% hits; HEK293 TREx D2 cells, calcium flux, dopamine EC80; inhibition, % at 10 µM; in the data active = inhibition above about 30%; also: 0% is about no effect
#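 Compounds are added to dye-loaded, induced HEK293 T-REx cells coupled to calcium release via D2; after a 3 min kinetic read an EC80 dopamine stimulus is given and fluorescence is recorded for 3 more min.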
# USP1 inh = Inhibitors of USP1/UAF1: Primary Screen | Ubiquitin carboxyl-terminal hydrolase 1 (Homo sapiens), O94782 | recombinant USP1/UAF1, Ub-Rhodamine cleavage fluorescence | Potency, µM (top dose mostly 57.1 µM), without a hit: at the highest dose activity change, negative = inhibition, hits mostly inhibitors | 390,000 compounds, 0.23% hits | AID 743255, 2014; also: potency is read from the fitted curve at half-maximal effect; % is scaled to controls: 0 for no effect and ±100 for the full control effect; nearly all actives have a fitted effect of over 60% in size; inactives centre near -12
#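 High-throughput fluorogenic screen: 1nM USP1/UAF1 complex, Ub-Rho substrate 150nM final, 50mM HEPES pH 7.8 with 0.5mM EDTA, 0.1 mg/ml BSA, 1mM TCEP and 0.01% Tween-20.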
# D2 agonist = HTS Assay for Allosteric Agonists of the Human D2 Dopamine Receptor: Primary Screen for Agonists; D(2) dopamine receptor (Homo sapiens), P14416; HEK293 T-REx D2 cells, calcium flux agonist mode; activation, % at 2 µM; 340,000 compounds, 0.53% hits; AID 485358, 2010;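 active = activation over 3 SD above normal in the single-dose calcium agonist read, cut at about 30% in these data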; also: 0% is about no effect
#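 Tetracycline-induced HEK293 T-REx cells with force-coupled D2 receptor, plated overnight at 30 C, loaded with no-wash calcium dye. After a 10 s baseline, compound was pin-added and calcium flux read kinetically for 180 s; calcium rises flagged agonists.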
# Numbers without * were called inactive; ? = inconclusive; · = no result given; [ ] = remark or other dose. Unless noted, calls follow the shape of the dose curve; as a rule, active = well fitted inhibition curve with a large enough effect; inconclusive = small, poorly fitted or top-dose-only effect; inactive = no such curve, though single readings can be large or run the other way.
1. CCOC(=O)c1ccccc1NC(=O)C(=O)Nc1ccc2nc3n(c(=O)c2c1)CCCCC3
2. COc1ccc(CCNC(=O)CCc2c(C)c3cc4c(C)c(C)oc4cc3oc2=O)cc1
3. CC(=O)N/C(=N/c1nc(C)cc(C)n1)Nc1cc(C)cc(C)c1
4. CC(C)CN(C(=O)COC(=O)c1ccccn1)c1c(N)n(Cc2ccccc2)c(=O)[nH]c1=O
5. COc1cc(C(=O)Nc2ccc(C(F)(F)F)cc2)ccc1OCC(=O)N1CCOCC1
6. O=S(=O)(c1cccs1)N1CCC(CO)(Cc2ccc(Cl)cc2)CC1
7. Cc1cc(OCC(=O)Nc2cnn(CCCC(=O)O)c2)ccc1[N+](=O)[O-]
8. CCCC(c1nnnn1CC(=O)OCC)N(Cc1cc2c(C)cc(C)cc2[nH]c1=O)C1CCCC1 (stereo not given)
9. COc1cccc(NC(=O)CNS(=O)(=O)c2ccc3nc(C)sc3c2)c1
10. CC(C(=O)Nc1ccncc1)(c1ccccc1)c1ccccc1

assay / compound	1	2	3	4	5	6	7	8	9	10
USP1 inh	-13%	-20%	-9%	-6%	-12%	-8%	-24%	-1%	-16%	-21%
D2 antag	·	·	2	-3	17	3	13	-2	-2	-12
TRHR agonist	-1.4	-1.3	-1.5	0.2	0.0	3.5	0.2	-0.1	-0.2	0.4
TRHR PAM	10	8	-3	-3	-2	2	-11	-1	6	0
D2 agonist	-1.0	-1.2	-4.2	-0.2	-0.7	1.7	0.4	-1.7	-0.5	0.0
mIDH1 inhibitor	0%	-8%	8%	7%	-4%	-1%	-2%	-4%	7%	15%
TrxR1 substrate	5%	7%	8%	1%	4%	0%	0%	8%[57.1 µM]	-1%	10%
PI4K2A inh	0	-6	0	-6	3	-4	-8	11	-3	1
rTrxR1 inhibitor	9%	3%	19%	11%	10%	11%	17%	-8%	5%	2%

11. CC(C)(C)c1cc(C(F)(F)F)n2ncc(-c3ccccc3)c2n1
12. Cc1ccc(NC2=NC(=S)N(CC#N)C23CCCCC3)cc1
13. COC(=O)CSc1nnc(CNC(=O)c2ccc(S(=O)(=O)N3CCOCC3)cc2)n1C
14. c1ccc(OCc2nnc3n2N=C(c2ccccc2)CS3)cc1
15. COc1ccc(-c2noc(N3CCC(C(=O)Nc4ccccc4Cl)CC3)n2)cc1
16. Cc1onc(-c2c(F)cccc2Cl)c1C(=O)NC(=S)NC1CCS(=O)(=O)C1 (stereo not given)
17. CCCC[C@@H]1CNCCN1CCCc1cc(OC)c(OC)c(OC)c1
18. CN(C)S(=O)(=O)c1cccc(C(=O)Nc2cc(S(=O)(=O)N3CCOCC3)ccc2N2CCCC2)c1
19. Cc1cc(C)cc(C(=O)NCC(=O)OCC(=O)NCc2ccco2)c1
20. COc1ccc(/C=C2\SC(=O)N(CCNC(=O)Cn3[nH]c(=O)c4ccccc4c3=O)C2=O)cc1

assay / compound	11	12	13	14	15	16	17	18	19	20
USP1 inh	-7%	-5%	2%	?	-7%	-13%	-22%	-25%	-16%	?
D2 antag	-15	11	4	6	4	·	1	·	4	·
TRHR agonist	1.4	-0.6	0.3	0.3	0.1	0.2	0.1	·	-0.7	·
TRHR PAM	2	-9	1	13	-2	-4	2	·	-6	·
D2 agonist	3.9	-0.6	0.0	-0.2	-0.1	·	0.7	·	-0.5	·
mIDH1 inhibitor	3%	-5%	-6%	14%	8%	9%	4%	12%	11%	0%
TrxR1 substrate	9%[57.1 µM]	1%[57.1 µM]	7%	-2%	8%[57.1 µM]	-6%	1%	1%	11%[0.0914 µM]	0%
PI4K2A inh	-18	-2	2	4	3	-2	4	-2	-5	-8
rTrxR1 inhibitor	11%[57.1 µM]	1%[2.29 µM]	34%	8%	38%	?	4%	2%	?	29%

# Exported with bars between the fields: six of the compounds above.
item | SMILES | USP1 inh | D2 antag | TRHR agonist | TRHR PAM | D2 agonist | mIDH1 inhibitor | TrxR1 substrate | PI4K2A inh | rTrxR1 inhibitor
11 | CC(C)(C)c1cc(C(F)(F)F)n2ncc(-c3ccccc3)c2n1 | -7% | -15 | 1.4 | 2 | 3.9 | 3% | 9%[57.1 µM] | -18 | 11%[57.1 µM]
12 | Cc1ccc(NC2=NC(=S)N(CC#N)C23CCCCC3)cc1 | -5% | 11 | -0.6 | -9 | -0.6 | -5% | 1%[57.1 µM] | -2 | 1%[2.29 µM]
13 | COC(=O)CSc1nnc(CNC(=O)c2ccc(S(=O)(=O)N3CCOCC3)cc2)n1C | 2% | 4 | 0.3 | 1 | 0.0 | -6% | 7% | 2 | 34%
14 | c1ccc(OCc2nnc3n2N=C(c2ccccc2)CS3)cc1 | ? | 6 | 0.3 | 13 | -0.2 | 14% | -2% | 4 | 8%
15 | COc1ccc(-c2noc(N3CCC(C(=O)Nc4ccccc4Cl)CC3)n2)cc1 | -7% | 4 | 0.1 | -2 | -0.1 | 8% | 8%[57.1 µM] | 3 | 38%
16 | Cc1onc(-c2c(F)cccc2Cl)c1C(=O)NC(=S)NC1CCS(=O)(=O)C1 (stereo not given) | -13% | · | 0.2 | -4 | · | 9% | -6% | -2 | ?

# (next part)
21. COc1cccc(CNC(=O)CN2C(=O)CSc3ccc(S(=O)(=O)N4CCOCC4)cc32)c1
22. CNC(=S)NNC(=O)c1noc(C)c1C(=O)N1CCN(C(c2ccccc2)c2ccccc2)CC1
23. CCc1ccc(CNC(=O)c2cnc3sc(N4CCCC4)nn3c2=O)cc1
24. Fc1cccc(NC(=S)NNc2ccccc2)c1
25. CCN(CC)c1ccc(NC(=O)c2ccc3c(c2)OCO3)cc1
26. Cc1cc(C)c2c(c1)NC(=O)C2(O)CC(=O)c1cccs1 (stereo not given)
27. Cc1ccc(CCNC(=O)CN(C)S(=O)(=O)c2cnc[nH]2)cc1
28. CCCCN1C(=O)C(=O)N(CC(=O)NC2CCCc3ccccc32)C1=O (stereo not given)
29. O=C(CN1CCN(S(=O)(=O)c2ccc(F)cc2)CC1)Nc1ccnn1C1CCCC1
30. CCC(=O)c1ccc(OC(=O)c2ccc(Br)o2)cc1

assay / compound	21	22	23	24	25	26	27	28	29	30
USP1 inh	-8%	-17%	?	-16%	-17%	-10%	-1%	0%	-11%	-19%
D2 antag	-20	1	·	-5	-12	16	-3	-12	19	·
TRHR agonist	-0.5	0.1	-0.4	-0.2	-0.1	-0.5	0.9	-0.3	0.1	·
TRHR PAM	-3	0	2	0	23	0	13	5	-1	·
D2 agonist	0.4	0.4	-0.9	-0.1	-0.8	0.2	0.5	0.0	1.1	·
mIDH1 inhibitor	-5%	-3%	8%	-23%	7%	6%	3%	-4%	0%	-1%
TrxR1 substrate	8%[57.1 µM]	4%[57.1 µM]	12%[57.1 µM]	-8%	-3%	-5%	6%	-2%[57.1 µM]	4%	0%
PI4K2A inh	2	7	1	-4	1	-10	7	-4	-5	3
rTrxR1 inhibitor	22%[57.1 µM]	6%[57.1 µM]	8%[57.1 µM]	-9%	0%	-8%	12%[57.1 µM]	-46%	8%	8%

31. CC(SC(C)C(=O)NN=Cc1ccc(F)cc1)C(=O)NN=Cc1ccc(F)cc1 (stereo not given)
32. COc1ccc(/C=C/C=N/NC(=O)COc2ccc(OC)cc2)cc1
33. C/C=C/C(=O)N1c2ccc(C)cc2C(C)=CC1(C)C
34. COC(=O)c1ccc(NC(=O)CCc2c(C)nc3c(c(C)nn3C(C)(C)C)c2C)cc1
35. CCn1nc(C)c(CNC(=O)c2cc(COc3ccccc3SC)on2)c1C
36. O=C(NC1CCN(S(=O)(=O)c2cccc(F)c2)CC1)c1cccc(F)c1
37. O=C1CN(C(=O)COc2c(Cl)cccc2Cl)c2ccccc2N1
38. COC(=O)c1ccc(NC(=O)c2c(-c3ccccc3)c(-c3ccccc3)nn(C)c2=O)cc1
39. Cc1ccc(C(=O)Nc2ccn(Cc3ccc(F)cc3)n2)o1
40. Cc1ccc(NC(=O)CC(O)(C(F)(F)F)C(F)(F)F)c(Br)c1

assay / compound	31	32	33	34	35	36	37	38	39	40
USP1 inh	-11%	-6%	-12%	-22%	-17%	-22%	-16%	?	-17%	-1%
D2 antag	·	0	-9	·	8	15	·	·	·	0
TRHR agonist	·	0.1	0.0	1.7	0.8	-1.9	-0.3	0.5	-0.2	3.2
TRHR PAM	·	-1	3	0	23	-3	8	-5	-2	-6
D2 agonist	·	0.1	-2.1	2.0	0.3	-2.0	·	0.7	·	2.1
mIDH1 inhibitor	12%	8%	-2%	13%	0%	1%	7%	-6%	-2%	8%
TrxR1 substrate	-1%	5%	-2%	-2%	-7%	-1%	-3%	9%	1%	-6%
PI4K2A inh	6	-2	2	-9	6	0	-4	1	3	0
rTrxR1 inhibitor	3%	16%	8%	1%	-5%	4%	2%	24%	8%	-7%
